High-throughput results from PubChem BioAssay.
aSyn rescue: inhibitors of alpha-synuclein toxicity in yeast; 370,000 tested, 0.14% active; AID 652106; Potency, µM (series often up to 46.1 µM), for the others: top-dose growth rescue (activation), actives largely listed as activators; Yeast expressing alpha-synuclein, growth rescue, BacTiter-Glo, 24 h; further: potency means the concentration at half of the fitted maximal effect; % of control where 0% means no effect; nearly all actives have a fitted effect of over 65% in size
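Rescue of yeast growth: cells expressing toxic alpha-synuclein, induced in galactose at OD600 0.02, incubated with compound 24 h at 30 C. ATP luminescence quantified growth; inhibitors of toxicity appear as activators.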
GLP1R cytotox: cytotoxicity counter-screen for GLP-1 receptor inverse agonists; HEK293 cAMP-luciferase reporter cells, luminescence, 24 h; Potency, µM (doses to about 38.3 µM), for inactives: at the highest dose activity change, negative = inhibition, hits mostly inhibitors; 410,000 tested, 0.13% active; AID 624418;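 further: loss of luciferase light is scored as toxicity; potency means the concentration at half of the fitted maximal effect; on the % scale 0 is the no-effect control and ±100 the full control effect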
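To flag toxic compounds, the library was rerun on cells for 24 hr at 37 deg C and 5% CO2. Viability-linked luminescence was captured 12 min after adding luciferase detection reagent.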
FUS suppressor: FUS proteinopathy suppression in yeast | S. cerevisiae FUS-expressing, growth rescue, OD600, 24 h | Potency, µM (titrated, usually from 76.6 µM), for inactives: top-dose growth rescue (activation), hits mostly activators | 390,000 tested, 0.24% active;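 further: potency means the concentration at half of the fitted maximal effect; plate controls were DMSO vehicle for no effect and reference control for full effect; nearly all actives have a fitted effect of over 55% in size; some results filed as inactive show a strong effect at the top dose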
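Galactose (2%) drives FUS expression in yeast precultured in raffinose; seeding density OD 0.005. Test compounds incubated 24hr at 30C and 99% humidity before absorbance at 600 nm was measured.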
Akt phos inh: blocks phosphorylation of Akt | Neuro2A IGF-stimulated pAkt S473 HTRF, 20 min; hits give low values | activity change, % for hits at 50 µM | 360,000 tested, 0.32% active | AID 651550; in the data active means activity change below about -80%; inconclusive means mostly about -51% to -80%; further: on the % scale 0 is the no-effect control and ±100 the full control effect
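Neuro2A cells (4,500/well, DMEM with 0.5% FBS) were treated with compound at a single 50 µM final concentration, stimulated with 6 nM IGF for 20 min at 37 °C, and lysed. Phospho-Akt Ser473 was read by HTRF as 665/615 ratio ×10^4.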
TDP43 rescue: TDP-43 toxicity inhibition in yeast; Potency, µM (titrated, usually from 46.1 µM), for the others: at the highest dose growth rescue (activation), hits mostly activators; 410,000 tested, 1.8% active; TDP-43 expressing yeast growth rescue, BacTiter-Glo, 24 h; further: potency means the concentration at half of the fitted maximal effect; % of control where 0% means no effect; nearly all actives have a fitted effect of over 50% in size
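In this qHTS, compounds that restore growth of yeast expressing TDP-43 appear as activators. Cells (OD600=0.02, galactose medium, raffinose-pregrown) are incubated with compound 24 hr at 30 deg C and growth is quantified by BacTiter-Glo.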
Mm-Cpn inhibitor: M. maripaludis TRiC chaperonin inhibition. 330,000 tested, 0.031% active. purified Mm-Cpn ATPase, ADP Transcreener TR-FRET. Potency, µM (doses to about 76.9 µM), for inactives: at the highest dose activity, negative = inhibition, actives largely listed as inhibitors. AID 504842; further: potency means the concentration at half of the fitted maximal effect; on the % scale 0 is the no-effect control and ±100 the full control effect; nearly all actives have a fitted effect of over 80% in size
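Purified archaeal Mm-CPN (25nM final) preincubated 10 min at 37degC with compound, then 10uM ATP for 30 min at 37degC; ADP measured by HTRF Transcreener TR-FRET; buffer 30 mM TRIS pH 7.4, 100mM KCl, 5mM MgCl2, 1mM DTT.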
PTHR1 ag: PTHR1 (human) receptor agonism; 410,000 tested, 0.075% active; Q03431; HEK293 GP2 PTHR1 cells, GloSensor cAMP luminescence, 1 h; Potency, µM (doses to about 115 µM), for inactives: at the highest dose activation, usual class: activators; further: potency means the concentration at half of the fitted maximal effect; nearly all actives have a fitted effect of over 55% in size; some results filed as inactive show a strong effect at the top dose; inactives centre near -15; many of its hits are not listed in these tables
Target sequence (Q03431 whole entry, looked up): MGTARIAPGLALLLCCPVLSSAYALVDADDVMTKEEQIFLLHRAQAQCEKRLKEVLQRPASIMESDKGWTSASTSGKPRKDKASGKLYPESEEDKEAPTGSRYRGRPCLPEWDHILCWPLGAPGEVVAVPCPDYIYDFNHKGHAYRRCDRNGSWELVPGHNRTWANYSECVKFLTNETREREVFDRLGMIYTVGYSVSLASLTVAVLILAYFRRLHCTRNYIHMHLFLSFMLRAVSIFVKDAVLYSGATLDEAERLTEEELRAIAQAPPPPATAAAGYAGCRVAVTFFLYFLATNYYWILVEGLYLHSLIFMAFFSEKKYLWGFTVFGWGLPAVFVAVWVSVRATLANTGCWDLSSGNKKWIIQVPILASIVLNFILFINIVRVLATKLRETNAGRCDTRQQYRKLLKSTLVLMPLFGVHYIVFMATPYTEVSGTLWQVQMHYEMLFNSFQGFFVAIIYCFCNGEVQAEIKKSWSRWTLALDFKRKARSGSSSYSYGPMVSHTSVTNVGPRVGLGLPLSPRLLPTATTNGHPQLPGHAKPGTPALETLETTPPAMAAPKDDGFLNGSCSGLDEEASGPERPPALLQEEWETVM
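HEK-293-derived GP2 cells expressing PTHR1 and a GloSensor cAMP reporter, 3,000/well, plated overnight, given luciferin plus IBMX (each 0.5 mM as added) for 1 h at 37 °C, then compound for 1 h at 37 °C. Luminescence was read after 15 min at room temperature.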
GLP-1R inv ag: inverse agonists of human GLP-1 receptor. HEK293 GLP-1R CRE-luciferase, luminescence, 24 h; GLP-1R form is constitutively active. Potency, µM (titrated, usually from 38.3 µM), without a hit: at the highest dose activity change, negative = inhibition, usual class: inhibitors. 410,000 tested, 1.6% active. AID 624417; further: potency means the concentration at half of the fitted maximal effect; on the % scale 0 is the no-effect control and ±100 the full control effect; nearly all actives have a fitted effect of over 55% in size
Target sequence (P43220 whole entry, looked up): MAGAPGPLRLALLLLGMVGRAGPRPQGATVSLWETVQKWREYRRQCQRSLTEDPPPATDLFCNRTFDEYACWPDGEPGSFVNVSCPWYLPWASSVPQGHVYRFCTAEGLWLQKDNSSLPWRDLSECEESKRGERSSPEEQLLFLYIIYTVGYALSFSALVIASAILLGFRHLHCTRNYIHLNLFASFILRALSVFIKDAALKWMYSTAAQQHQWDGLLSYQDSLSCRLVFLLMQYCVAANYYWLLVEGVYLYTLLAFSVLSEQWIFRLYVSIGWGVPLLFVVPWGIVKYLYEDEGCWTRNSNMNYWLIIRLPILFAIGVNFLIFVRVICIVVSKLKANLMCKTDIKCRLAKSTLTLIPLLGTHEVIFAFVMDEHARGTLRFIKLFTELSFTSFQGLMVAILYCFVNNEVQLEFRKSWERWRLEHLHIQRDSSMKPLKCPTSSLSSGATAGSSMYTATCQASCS
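qHTS in 1536-well format: reporter HEK293 cells expressing constitutive GLP-1R activity in DMEM + 10% Nu serum, 24 hr with compounds at 37 deg C, luminescence read after 12 min with detection reagent.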
Abeta rescue: A-beta toxicity reversal in yeast; Potency, µM (titrated, usually from 46.1 µM), for the others: top-dose growth rescue, usual class: activators; yeast expressing A-beta42, growth rescue, OD600, 48 h; response scale: 0% DMSO, 100% iron-clioquinol control; 410,000 tested, 0.063% active; AID 1347071; further: potency means the concentration at half of the fitted maximal effect; nearly all actives have a fitted effect of over 55% in size
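Growth rescue measured by 600 nm absorbance after 48 h yeast culture at 30 C with compound. Values normalized between DMSO and an equimolar ferric chloride plus clioquinol control.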
An asterisk follows results filed as active; i = inactive; ? = inconclusive; . = no result given; & = joins results of further samples; [ ] = another dose, or the depositor's remark. Unless noted, the call rests on the fitted dose curve; in most records, active means well fitted curve in the direction sought with a large enough effect; inconclusive means small, poorly fitted or top-dose-only effect, or another doubt; inactive means no such curve, though single readings can be large; an effect the other way counts as inactive or inconclusive. Some of the compounds tested; count on the stated rates, not on these rows.

SMILES	aSyn rescue	GLP1R cytotox	FUS suppressor	Akt phos inh	TDP43 rescue	Mm-Cpn inhibitor	PTHR1 ag	GLP-1R inv ag	Abeta rescue
Cc1ccc(Nc2nc(Cl)nc(NC3CCCCC3)n2)cc1	-8%	?	23%	i	-13%	1%	-10%	?	-14%
O=C1Cc2cc(S(=O)(=O)Nc3ccccc3Cl)cc3c2N1CCC3	12%	2%	27%	i	-14%	-2%	-8%	16%	-11%
CCC(Oc1ccccc1)C(=O)Nc1ccc(C)c(S(=O)(=O)N2CCOCC2)c1 (configuration not stated)	2%	15%	24%	i	-8%	2%	i	-5%	1%
O=c1[nH]c2ccccc2cc1-c1nnn(-c2ccc(F)cc2)n1	-1%	18%	-19%	i	4%	.	-53%[inhibitor]	9%	2%
CC1=CC(=C2C(=O)c3ccccc3C2=O)C=C(C)N1Cc1ccco1	-29%	-13%	11%	i	-1%	1%	-30%[inhibitor]	28%	-21%
CCC1CCCCN1C(=O)CCNC(=O)Cn1cnc2ccccc2c1=O (configuration not stated)	-5%	-10%	18%	i	-25%	0%	-14%	7%	-8%
Cc1cc(NC(=O)c2ccc([N+](=O)[O-])cc2)no1	3%	18%	-7%	i	?	-6%	i	26%	7%
CN(C)CCNC(=O)C1(O)c2cc(Br)ccc2NC(=O)N1c1ccc(Cl)cc1 (configuration not stated)	5%	2%	18%	i	0%	1%	i	17%	-5%
O=C(NCCN1CCN(c2ccccc2)CC1)Nc1ccccc1Cl	-5%	-54%	-17%	i	13%	0%	-7%	?	-9%
O=C(Nc1c[nH]c2c(Cl)cccc2c1=O)N1CCN(c2ccccn2)CC1	0%	0%	-15%	i	10%	0%	-18%	-1%	-8%
Cc1ccc(Sc2c([N+](=O)[O-])c(C)nn2C)cc1	3%	10%	-12%	i	?	5%	-8%	-23%	-13%
Cc1ccccc1NC(=O)c1cccc2c1C(=O)N(C1CCCCC1)C2	-4%	-4%	-19%	i	-4%	2%	i	7%	1%
COc1cc(CNC(C)C)c(Br)cc1OC1CCCC1	4%	0%	12%	i	16%	2%	-19%	-43%	7%
CCn1c(=NC(=O)c2cccc(N3C(=O)CCC3=O)c2)sc2c(OC)ccc(OC)c21	-4%	0%	-10%	i	29%	-6%	-13%	17%	8%
O=C(O)Cc1csc2ccccc12	3%	-1%	-23%	-126%*	?	3%	-8%[57.5 µM]	4%	33%
CCOc1cc2ccccc2cc1C(=O)Nc1ccccn1	1%	2%	0%	i	-2%	.	14%	9%	-14%
O=C(C[C@@H]1C[C@@H]2c3cc(NS(=O)(=O)c4ccc(F)cc4)ccc3O[C@@H]2[C@@H](CO)O1)NC1CCCCC1	-5%	6%	-9%	i	2%	.	-11%	3%	-1%
CC1CCc2c(sc3nnn(Cc4cccc(C(=O)OC(C)C)c4)c(=O)c23)C1 (configuration not stated)	.	-9%	-12%	.	15%	.	i	-5%	-10%
COc1ccc(CCNc2ncnc3c2c(-c2ccccc2)cn3-c2cccc(Cl)c2)cc1OC	.	-7%	?	.	?	.	-19%	10µM*	-13%
Cc1c(OCC(=O)NCCCn2ccnc2)ccc2c3c(c(=O)oc12)CCCC3	1%	-5%	-6%	i	11%	-1%	-39%[inhibitor]	33%[activator]	3%
O=C(NC1CCCC1)C(c1c(F)cccc1Cl)N(C(=O)c1csnn1)C1CC1 (configuration not stated)	-2%	-6%	-8%	i	-10%	-2%	i	?	-19%
CC(=O)c1cccc(S(=O)(=O)NCCCN2CCOCC2)c1	4%[1.84 µM]	-22%	3%	i	9%	2%	-25%	11%	3%
Cc1cc(C)nc(NS(=O)(=O)c2ccc(NS(=O)(=O)c3ccc(F)c(F)c3)cc2)n1	1%	-5%	6%	i	27%	.	i	7%	-11%
CCc1ccc(NC(=O)Cn2cnc([N+](=O)[O-])c2)cc1	2%	-5%	-22%	i	0%	1%	-18%	13%	2%
Cc1c(C(=O)Nn2cnnc2)oc2ccccc12	10%	0%	-7%	i	19%	-1%	i	0%	10%
Cc1ccc(C(=O)CCC(=O)OCC(=O)N2CCN(S(=O)(=O)c3ccc(C)cc3C)CC2)cc1	16%	1%	?	i	?	.	-72%[inhibitor]	18%	2%
COc1cc2nc(NC(=O)c3ccccc3)sc(=O)c2cc1OC	-7%	-4%	-32%	i	2%	0%	21%	55%[activator]	-8%
Cc1cc(C)nc(SCC(=O)NNS(=O)(=O)c2ccc(C#N)cc2)n1	-12%	-4%	17%	i	-8%	2%	-20%	3%	10%
COCCNC(=O)CCc1c(C)nc2c(-c3ccc(F)cc3)c(C)nn2c1C	-4%	2%&-22%	-25%&1%	i	-17%&20%	2%	-45%[inhibitor]	0%&-16%	-27%&-10%
CCOC(=O)C1=CN(Cc2ccco2)S(=O)(=O)N(C)C1c1ccc2ccccc2c1 (configuration not stated)	-3%	-11%	?	i	-13%	-1%	-14%	10µM*	-22%
CCCCN(C=O)c1c(CC)nc2ccc(C(=O)N3CCN(C(=O)c4ccco4)CC3)cn12	-1%	-4%	-12%	i	14%	.	i	8%	-9%
Cc1cc(OCCCC(=O)Nc2cccc(-n3cnnn3)c2)ccc1Cl	3%	-11%	-11%	i	13%	0%	-31%[inhibitor]	?	.
Cc1c(S(=O)(=O)NCc2ccccc2)c(=O)n(C)c(=O)n1C	3%	7%	0%	i	5%	0%	i	9%	2%
O=C(O)c1cccc(NC(=S)NC(=O)c2ccncc2)c1	-7%	3%	15%	i	-14%	1%	i	?	-11%
CCS(=O)(=O)N1Cc2ccccc2CC1C(=O)Nc1nccs1 (configuration not stated)	?	10%	.	i	-2%	-1%	-61%[inhibitor]	7%	1%
NC1=NC(=O)/C(=C/C=C/c2cccs2)S1	3%	?	-12%	i	16%	.	-20%	19%	6%
CC1CCCN(C(=O)c2ccc(NS(=O)(=O)c3cccc([N+](=O)[O-])c3)cc2)C1 (configuration not stated)	1%	6%	5%	i	11%	2%	-29%	13%	1%
Cc1c(-c2cccc(Cl)c2)nc2ccccc2c1C(=O)OCC(=O)N(C)C1CCS(=O)(=O)C1 (configuration not stated)	-2%	-8%	26%	i	-22%	-17%	i	?	-15%
CC(C)C(=O)Nc1ccccc1OCc1cc(=O)n2ccccc2n1	.	-2%	-5%	.	0%	.	3%	-19%	-6%
Cc1ccc(-n2c(=O)c3ccc(C(=O)NCc4ccco4)cc3n(CC(=O)Nc3ccc(C)c(F)c3)c2=O)cc1	.	-9%	-24%	.	0%	.	i	10%	-1%

One compound at a time, from the list above. Order of screens: aSyn rescue	GLP1R cytotox	FUS suppressor	Akt phos inh	TDP43 rescue	Mm-Cpn inhibitor	PTHR1 ag	GLP-1R inv ag	Abeta rescue
COc1cc2nc(NC(=O)c3ccccc3)sc(=O)c2cc1OC is entered as -7%	-4%	-32%	i	2%	0%	21%	55%[activator]	-8%
Cc1cc(NC(=O)c2ccc([N+](=O)[O-])cc2)no1 is entered as 3%	18%	-7%	i	?	-6%	i	26%	7%

(list continues)
SMILES	aSyn rescue	GLP1R cytotox	FUS suppressor	Akt phos inh	TDP43 rescue	Mm-Cpn inhibitor	PTHR1 ag	GLP-1R inv ag	Abeta rescue
O=C(Nc1ccc2[nH]ncc2c1)c1ccccc1	0%	2%	-20%	i	-4%	2%	-10%	9%	-13%
CCN(CCCNC(=O)c1cc2cc3ccc(C)cc3nc2s1)c1ccccc1	.	3%	21%	.	-2%	.	-85%[inhibitor]	-27%	-11%
CC(C)C1Oc2ccccc2N(CC(=O)N(Cc2ccccn2)C2CC2)C1=O (configuration not stated)	0%	-22%	10%	i	10%	-1%	i	-24%	7%
CCOC(=O)C1=C(C)OC(N)=C(C#N)C1c1ccc(C)s1 (configuration not stated)	-6%	-3%	12%	i	9%	-1%	-47%[inhibitor]	15%	-12%
CCOC(=O)c1ccccc1NC(=O)CN1C(=O)NC(C)(CCc2ccccc2)C1=O (configuration not stated)	2%	2%	42%	i	6%	1%	-19%	?	21%
O=C(Nc1cccc(S(=O)(=O)N2CCCC2)c1)c1ccc2c(=O)n3c(nc2c1)CCCCC3	-9%	-13%	29%	i	?	-1%	-41%[inhibitor]	?	-13%

4 entries out of the list, ordered by count of non-hydrogen atoms, low to high:
SMILES	aSyn rescue	GLP1R cytotox	FUS suppressor	Akt phos inh	TDP43 rescue	Mm-Cpn inhibitor	PTHR1 ag	GLP-1R inv ag	Abeta rescue
CCOC(=O)C1=C(C)OC(N)=C(C#N)C1c1ccc(C)s1 (configuration not stated)	-6%	-3%	12%	i	9%	-1%	-47%[inhibitor]	15%	-12%
CCN(CCCNC(=O)c1cc2cc3ccc(C)cc3nc2s1)c1ccccc1	.	3%	21%	.	-2%	.	-85%[inhibitor]	-27%	-11%
CCOC(=O)c1ccccc1NC(=O)CN1C(=O)NC(C)(CCc2ccccc2)C1=O (configuration not stated)	2%	2%	42%	i	6%	1%	-19%	?	21%
O=C(Nc1cccc(S(=O)(=O)N2CCCC2)c1)c1ccc2c(=O)n3c(nc2c1)CCCCC3	-9%	-13%	29%	i	?	-1%	-41%[inhibitor]	?	-13%
